HT1080 IDH1KD tx = toxicity to HT-1080 IDH1 knockdown cells (counter line) | 360,000 tested, 2% active | Potency, µM (series often up to 46.1 µM), for the others: at the highest dose activity, negative = toxicity, hits mostly cytotoxic | HT-1080 IDH1 knockdown viability, ATP luminescence, 48 h;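 note: 0% = DMSO wells and -100% = cell-free medium wells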
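CellTiter-Glo luminescence after 48 h compound exposure at 37 degrees C of IDH1-knockdown HT-1080 cells in 5% FBS RPMI. %Activity scaled between DMSO wells and cell-free media wells, with curves fitted and assigned curve classes.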
TDP-43 yeast inh = rescues yeast growth from TDP-43 toxicity; Potency, µM (doses to about 46.1 µM), for the others: at the highest dose growth rescue (activation), hits mostly activators; 410,000 tested, 1.8% active; TDP-43 expressing yeast growth rescue, BacTiter-Glo, 24 h; note: % of control where 0% means no effect; nearly all actives have a fitted effect of over 50% in size
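Yeast expressing TDP-43 (pregrown in raffinose, seeded at OD600=0.02 in galactose medium) exposed to compounds 24 hr at 30 deg C. Growth read by BacTiter-Glo luminescence; rescue of toxicity appears as increased signal.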
GLP1R cytotox = cytotoxicity counter-screen for GLP-1 receptor inverse agonists; HEK293 cAMP-luciferase reporter cells, luminescence, 24 h; Potency, µM (doses to about 38.3 µM), inactives show at the top dose activity change, negative = inhibition, usual class: inhibitors; 410,000 tested, 0.13% active;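 note: loss of luciferase light is scored as toxicity; % is set by controls: 0 for no effect and ±100 for the full control effect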
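MLSMR compounds, 24 hr on cells at 37 deg C/5% CO2; luminescence after luciferase reagent (12 min RT). Inhibition counted as the undesired cytotoxic outcome.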
GLP-1R inv ag = acts as inverse agonist at human GLP-1 receptor; 410,000 tested, 1.6% active; AID 624417; Potency, µM (doses to about 38.3 µM), for the others: at the top dose activity change, negative = inhibition, actives largely listed as inhibitors; P43220; HEK293 GLP-1R CRE-luciferase, luminescence, 24 h; GLP-1R form is constitutively active; note: % is set by controls: 0 for no effect and ±100 for the full control effect; nearly all actives have a fitted effect of over 55% in size
Target sequence (P43220 whole entry, looked up): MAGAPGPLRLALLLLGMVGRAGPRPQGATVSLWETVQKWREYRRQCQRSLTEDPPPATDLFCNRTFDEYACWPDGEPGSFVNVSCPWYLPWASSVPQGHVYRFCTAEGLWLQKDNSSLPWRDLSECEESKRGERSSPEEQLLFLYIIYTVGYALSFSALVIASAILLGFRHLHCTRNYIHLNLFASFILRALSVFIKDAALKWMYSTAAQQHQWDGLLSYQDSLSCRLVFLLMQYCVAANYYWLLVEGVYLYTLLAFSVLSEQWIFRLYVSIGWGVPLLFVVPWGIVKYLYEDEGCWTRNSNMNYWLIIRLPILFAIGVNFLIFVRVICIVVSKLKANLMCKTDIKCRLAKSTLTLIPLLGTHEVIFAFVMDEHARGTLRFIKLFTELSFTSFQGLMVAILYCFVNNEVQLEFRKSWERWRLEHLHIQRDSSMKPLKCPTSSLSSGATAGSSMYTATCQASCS
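Inverse agonism was detected as reduced cAMP-driven luciferase luminescence after 24 h compound treatment. The cells were HEK293 clones expressing constitutively active human GLP-1R with the reporter. Reporter-only and GPR119 cell lines served as counterscreen controls.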
GLP-1R agonist = activates the human GLP-1 receptor. P43220. HEK293 GLP-1R CRE-luciferase, luminescence, 4-6 h; cells express a hypersensitive GLP-1R form. 380,000 tested, 0.007% active. Potency, µM (highest dose often 45.6 µM), without a hit: at the top dose activation, usual class: activators; note: % of control where 0% means no effect
SW480 rerep = DNA re-replication induction in SW480 cells; SW480 DNA re-replication, Hoechst DNA content imaging, 48 h; Potency, µM (highest dose often 46.1 µM), inactives show at the highest dose re-replication activation, actives largely listed as activators; 340,000 tested, 1.8% active; AID 624297; note: % of control where 0% means no effect; nearly all actives have a fitted effect of over 55% in size
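SW480 cells exposed to compounds for 48 hr at 37 C, 5% CO2, then Hoechst-stained 40 min. Nuclear DNA content imaged by fluorescence scanning (405 nm excitation, 500-530 nm emission); re-replication scored as increased high-intensity nuclei.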
KB-V1 cytotox = KB-V1 MDR subline cytotoxicity; KB-V1 MDR cells viability, CellTiter-Glo, 72 h; Potency, µM (doses to about 46.1 µM), inactives show at the top dose activity change, negative = cytotoxicity, actives largely listed as cytotoxic; 400,000 tested, 3.4% active; AID 1347076; note: % is set by controls: 0 for no effect and ±100 for the full control effect; nearly all actives have a fitted effect of over 60% in size
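In this primary screen, KB-V1 cells overexpressing P-gp are incubated with library compounds (lowest to highest concentration) for 72 h at 37 degrees C before a luminescent ATP viability read.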
KB-3-1 tox = KB-3-1 parental cell cytotoxicity | AID 1347075 | 400,000 tested, 1.4% active | KB-3-1 viability, CellTiter-Glo ATP luminescence, 72 h | Potency, µM (titrated, usually from 46.1 µM), inactives show at the highest dose activity change, negative = cytotoxic, most hits filed as cytotoxic; note: % is set by controls: 0 for no effect and ±100 for the full control effect; nearly all actives have a fitted effect of over 60% in size
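72 h, 37 °C compound treatment of KB-3-1 parental cells; CellTiter-Glo added, 10 min, luminescence read. Data corrected against DMSO-only plates and normalized before curve fitting.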
HT1080-NT tox = kills 2HG-producing HT-1080-NT fibrosarcoma cells. Potency, µM (titrated, usually from 46.1 µM), for inactives: at the highest dose activity, negative = less viability, hits mostly cytotoxic. AID 686970. HT-1080-NT fibrosarcoma viability, CellTiter-Glo ATP luminescence, 48 h. 360,000 tested, 1.6% active;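 note: NT is the 2HG producing partner of a matched IDH1 knockdown line; 0% = DMSO-treated cells and -100% = media-only wells without cells; nearly all actives have a fitted effect of over 55% in size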
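Read-out is CellTiter-Glo luminescence after 10 minutes at room temperature, following 48 hours' compound treatment of HT-1080-NT cells (750 cells/well, RPMI, 5% FBS, 37 degrees C).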
Starred values were filed as active, the others as inactive; u = inconclusive; x = no result given; & = joins results of further samples; [ ] = dose if it differs, or a comment. Calls come from the whole dose curve; as a rule, active = well fitted curve in the direction sought with a large enough effect; inconclusive = small, poorly fitted or top-dose-only effect, or another doubt; inactive = no such curve, though single readings can be large; an effect the other way counts as inactive or inconclusive. Potency is the fitted concentration of half-maximal effect.

SMILES	HT1080 IDH1KD tx	TDP-43 yeast inh	GLP1R cytotox	GLP-1R inv ag	GLP-1R agonist	SW480 rerep	KB-V1 cytotox	KB-3-1 tox	HT1080-NT tox
CC(C)(C)c1ccccc1OCC(=O)Nc1ccccc1C(=O)NCc1cccnc1	u	-9%	-22%	u	21%	10%	18µM*	-5%	u
Cc1ccc(C)c(Nc2nn3c(=O)c4cc5c(cc4nc3s2)OCO5)c1	x	u	-13%	-3%	x	x	6%	-17%	x
O=S(=O)(Nc1ccc(O)c2ccccc12)c1cccs1	21µM*	1%	-25%	40%[activator]	-1%	u	u	u	26µM*
COc1cc(NC(=S)N(C)CCC#N)c(OC)cc1Cl	10%	9%	u	-14%	1%	-46%[inhibitor]	2%	-8%	7%
CC(C)(C)C(CO)NC(=O)c1ccc[nH]1 (stereo not drawn)	14%	17%	-22%	12%	2%	-13%	1%	15%	10%
Clc1ccccc1Sc1cnc2ccccc2n1	4%	0%	0%	u	12%	1%	-4%	-7%	-1%
CC(C)C[C@@H](CNCC(=O)[C@H](CC(C)C)NC(=O)c1[nH]cnc1C(=O)N[C@@H](C)CN)NC(=O)c1nc[nH]c1C(=O)N[C@@H](CC(C)C)C(=O)O	5%	13%	-1%	5%	-2%	4%	20%	15%	9%
CCOc1ccc(S(=O)(=O)Nc2cccc(C(=O)NCC(c3ccco3)N3CCCC3)c2)cc1 (stereo not drawn)	-6%	-1%	1%	1%	9%	-25%	14%	0%	-4%[9.24 µM]
O=C(COc1c(Br)cc(Br)c2cccnc12)Nc1ccccc1F	4%	22%	-22%	-21%	0%	-1%	-2%	3%	-7%
Cc1ccc(C)c(NC(=O)N2CCCCCC2)c1	0%	10%	13%	28%	0%	0%	5%	-10%	26%

Retrieved by compound from the entries so far (4):
SMILES	HT1080 IDH1KD tx	TDP-43 yeast inh	GLP1R cytotox	GLP-1R inv ag	GLP-1R agonist	SW480 rerep	KB-V1 cytotox	KB-3-1 tox	HT1080-NT tox
O=S(=O)(Nc1ccc(O)c2ccccc12)c1cccs1	21µM*	1%	-25%	40%[activator]	-1%	u	u	u	26µM*
Cc1ccc(C)c(NC(=O)N2CCCCCC2)c1	0%	10%	13%	28%	0%	0%	5%	-10%	26%
Clc1ccccc1Sc1cnc2ccccc2n1	4%	0%	0%	u	12%	1%	-4%	-7%	-1%
CC(C)(C)c1ccccc1OCC(=O)Nc1ccccc1C(=O)NCc1cccnc1	u	-9%	-22%	u	21%	10%	18µM*	-5%	u

Additional results:
SMILES	HT1080 IDH1KD tx	TDP-43 yeast inh	GLP1R cytotox	GLP-1R inv ag	GLP-1R agonist	SW480 rerep	KB-V1 cytotox	KB-3-1 tox	HT1080-NT tox
O=S(=O)(c1ccc(Cl)cc1)N1CCN(Cc2c[nH]c3ccccc23)CC1	3%	-3%	-2%	0%	2%	-4%	9%	9%	-1%
CN(CC(=O)Nc1ccc(F)cc1)CC(=O)N(C)C1(C#N)CCCCC1	-4%	10%	-14%	4%	-2%	0%	-16%	13%	-6%
Cc1ccc(CNC(=O)CCc2c(C)nn(-c3ccc(N4CCOCC4)nn3)c2C)cc1	11%	14%&-21%	0%&0%	16%&3%	-4%	-5%	2%&4%	1%&-10%	1%
COC(=O)CC1Oc2ccccc2-n2cc(-c3ccc(C)cc3)nc21 (stereo not drawn)	x	14%	-4%	-7%	1%	x	3%	-4%	x
Brc1ccccc1-c1nc2c3ccccc3ncn2n1	-11%	14µM*	-15%	14%	29%	3%	-22%	-1%	-8%
O=C(CSc1nc2c(c(=O)n1-c1ccc(Br)cc1)SCC2)NCc1ccco1	-3%	-14%	-27%	0%	-6%	1%	-4%	10%	5%
c1ccc(Cn2ccnc2C2OCCO2)cc1	10%	20%	-5%	-4%	0%	x	-4%	-2%	3%
N#Cc1ccccc1S(=O)(=O)N1CCC(C(=O)Nc2cccc(C(=O)NC3CC3)c2)CC1	0%	5%	-16%	-12%	4%	-3%	8%	13%	-3%
Cc1ccc(OCc2cc(C(=O)N(C)Cc3cc(C4CC4)n[nH]3)no2)cc1C	8%	24%	2%	u	20%	3%	-28%	-13%	-16%
Cc1ccn2c(Nc3ccccc3C)c(-c3ccc(N4CCOCC4)cc3)nc2c1	x	25%	-10%	13µM*	x	x	-2%	1%	x

Ordered by heavy-atom count (highest first): part of the list above.
SMILES	HT1080 IDH1KD tx	TDP-43 yeast inh	GLP1R cytotox	GLP-1R inv ag	GLP-1R agonist	SW480 rerep	KB-V1 cytotox	KB-3-1 tox	HT1080-NT tox
O=C(CSc1nc2c(c(=O)n1-c1ccc(Br)cc1)SCC2)NCc1ccco1	-3%	-14%	-27%	0%	-6%	1%	-4%	10%	5%
O=S(=O)(c1ccc(Cl)cc1)N1CCN(Cc2c[nH]c3ccccc23)CC1	3%	-3%	-2%	0%	2%	-4%	9%	9%	-1%
c1ccc(Cn2ccnc2C2OCCO2)cc1	10%	20%	-5%	-4%	0%	x	-4%	-2%	3%

(further entries)
SMILES	HT1080 IDH1KD tx	TDP-43 yeast inh	GLP1R cytotox	GLP-1R inv ag	GLP-1R agonist	SW480 rerep	KB-V1 cytotox	KB-3-1 tox	HT1080-NT tox
Cc1nnc2n(-c3ccccc3)c(=O)c3c4c(sc3n12)COC(C)(C)C4	-7%[9.24 µM]	14%	-8%	1%	3%	-9%	-9%	15%	0%
CC1=N/C(=C\c2ccc([N+](=O)[O-])cc2)C(=O)N1c1ccc(Br)c(C)c1	1%	-15%	-17%	u	-1%	u	-17%	2%	-2%
CCCCN1C(=O)C(=O)c2cc(Cl)ccc21	21µM*	-33%[inhibitor]	-21%	-30%	11%	u	u	u	26µM*
COc1cc(-c2nnc(SCCOc3cc(C)cc(C)c3)o2)cc(OC)c1OC	x	-21%	-3%	16%	x	x	-11%	-15%	x
CCc1cccc(NC(c2ccccc2)c2nnc(-c3ccccc3F)o2)c1 (stereo not drawn)	x	3%	9%	u	x	x	-15%	1%	x
CCC1=Nc2cc(C(=O)NCCN3CCCC3)ccc2Sc2ccc(C)cc21	u	-11%	-29%	3.5µM*	-5%	u	3%	-9%	-23%
COCCn1c(C)cc(C(=O)COC(=O)c2c(C)nn(Cc3ccccc3)c2C)c1C	-2%	10%	-13%	u	3%	-9%	u	-10%	-15%
CCCCN(C)C(=O)c1nc2ccccn2c1CN(C)Cc1csc(C)n1	15%	-18%	-7%	6%	6%	u	u	-3%	22%
O=c1[nH]c2c(c3c1CCCC3)CCCC2	-3%	-4%	15%	-6%	4%	u	0%	5%	-8%
S=C(Nc1ccc(Nc2ccccc2)cc1)Nc1ccccn1	16µM*	u	u	2.2µM*	13%	u	-47%	u	u
COc1cc(C(=O)NCC(c2cccs2)N(C)C)cc(Cl)c1OC(C)C (stereo not drawn)	-18%	0%	-11%	u	8%	u	7.3µM*	-23%	-7%
COc1ccc(CC(=O)N2CCc3cc(OC)c(OC)cc3C2)cc1	8%	8%	2%	47%[activator]	22%	-7%	-16%	7%	14%
COc1cc(C2C(C(C)=O)=C(O)C(=O)N2CCc2c[nH]c3ccccc23)ccc1O (stereo not drawn)	-10%	-6%	11%	1%	-8%	-10%	9%	-3%	-6%
CCOC(=O)C1(Cc2cccc(F)c2)CCN(Cc2nc(CC)[nH]c2C)CC1	-16%	2%	5%	u	14%	5.8µM*	14%	0%	u
CCOC(=O)[C@]12CCC=C1N(Cc1ccc(Cl)cc1Cl)C(=O)[C@H](CC(=O)N1CCC(c3ccccc3)CC1)C2	11%	24%	8%	u	-2%	x	0%	-15%	2%
COC(=O)CSC1=C(C#N)C(c2ccc(F)cc2)CC(=O)N1 (stereo not drawn)	-5%	19%	-6%	-15%	-1%	-3%	-16%	-13%	-4%
O=C(NCCc1c[nH]c2ccccc12)c1cnccn1	2%	x	-8%	9%	1%	-5%[1.84 µM]	-7%	-5%	3%
Cc1ccc(-c2nn(-c3ccccn3)c(=O)c3ccccc23)cc1	-3%	-22%	-1%	-6%	16%	2%	-13%	-4%	-7%
CCOC(=O)c1c(/N=C/c2cccc(C)c2O)sc2c1CCN(C)C2	3%	8%	-5%	0%	1%	-2%	16%	20%	4%
O=C1c2oc3ccc(Br)cc3c(=O)c2C(c2cccc(F)c2)N1CCO (stereo not drawn)	11%	-6%	3%	7%	12%	-5%	12%	13%	16%
CC1CCCCN1C(=O)Cn1cc(C=O)c2ccccc21 (stereo not drawn)	9%	-25%	-1%	12%	0%	-1%	-5%	3%	10%
CC(C)(C)c1cc(NC(=O)c2c(F)cccc2Cl)n(-c2ccccc2)n1	2%	17%	-8%	u	-1%	0%	u	-2%	-6%
CCCCC(c1nnnn1CC1CCCO1)N1CCN(c2ccccc2)CC1 (stereo not drawn)	7%	7%	0%	-13%	-6%	-5%	-8%	5%	0%
O=S(=O)(c1ccc(Br)cc1)c1cnc2ccccc2n1	u	-9%[0.397 µM]	-22%	u	6%	18µM*	16%	-1%	u
CCn1c(SCc2cccc(Br)c2)nnc1-c1nonc1NC(C)=O	x	20%[9.22 µM]	150%[activator]	u	x	x	-9%	-6%	x
COc1ccc(NC(=O)NNC(=O)C(C)Oc2ccc3ccccc3c2)cc1 (stereo not drawn)	1%	8%	5%	-24%	-2%	3%	-20%	1%	3%
Fc1ccc(Cl)cc1/C=N/n1cnnc1SCc1ccccc1	-3%	24%	4%	7%	11%	-9%	4%	-2%	-3%

From PubChem BioAssay
